p53ts 39C tox – p53ts cell cytotoxicity, nonpermissive temperature | H1299-p53A138V viability at 39C, ATP luminescence, 24 h | Potency, µM (top dose mostly 46.1 µM), for the others: at the highest dose activity change, negative = cell killing, usual class: cytotoxic | actives 1.5% (n = 130,000); also: nearly all actives have a fitted effect of over 55% in size
p53ts 32C tox – kills p53ts cells at the permissive temperature. H1299-p53A138V at 32C, ATP luminescence viability, 24 h. Potency, µM (top dose mostly 46.1 µM), without a hit: top-dose activity change, negative = cytotoxicity, most hits filed as cytotoxic. actives 0.93% (n = 130,000). AID 924;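 also: 0% = DMSO and -100% = full killing by reference compound; nearly all actives have a fitted effect of over 55% in size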
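Cells: H1299 p53ts (A138V), 600/well, pre-incubated 16–30 h at 37C. Cpd up to 46 uM, 24 h, 32C. Readout: ATPlite luminescence, 20 min RT. Normalization: DMSO vs tamoxifen 100 uM. AC50 by Hill equation.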
Peg3 imprint – genomic imprint erasure induction | mouse ES Peg3-LacZ reporter, beta-gal luminescence, 40 h | Potency, µM (top dose mostly 60.7 µM), for the others: top-dose activity change, positive = activation, hits mostly activators | actives 0.02% (n = 110,000) | AID 1948;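 also: 0% = negative control wells on the plate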
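Each well holds 300 Peg3LacZ-Neo (maternal) female ES cells incubated 40 h at 37C, 5% CO2. LacZ is measured by BetaGlo luminescence, with AC50 and maximum efficacy derived from dose-response curves.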
IkB sig inh – suppresses IkB signaling in ABC-DLBCL reporter cells. ABC-DLBCL IkBa-CBG/CBR dual luciferase ratio, 4 h; response scale: scaled: untreated 0%, proteasome inhibitor 100%. AID 445. Potency, µM (highest dose often 57.1 µM), inactives show at the top dose IkBa stabilization activation. actives 0.04% (n = 110,000); active = well fitted curve in the direction sought with a large enough effect in the signal ratio, not every such curve was filed as active; inconclusive = small, poorly fitted or top-dose-only effect, or a change in a side signal; the % refers to the signal ratio;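 also: the direction sought is a rising ratio; 0% = basal untreated cells and 100% = reference inhibitor full response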
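Curves were fitted separately to fusion (green), unfused (red) and ratio luminescence, then classed by r2, magnitude and activity. Cells: OCI-Ly3, 4 h compound plus doxycycline at 37C; 10 uM MG-132 defined full response.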
Numbers without * were called inactive; u = inconclusive; x = no result given; & = joins results of further samples; [ ] = dose if it differs, or a comment. Unless noted, calls follow the shape of the dose curve; as a rule, active = well fitted curve in the direction sought with a large enough effect; inconclusive = small, poorly fitted or top-dose-only effect, or another doubt; inactive = no such curve, though single readings can be large; an effect the other way counts as inactive or inconclusive. Unless noted, % is scaled to controls: 0 for no effect and ±100 for the full control effect; potency is read from the fitted curve at half-maximal effect.

SMILES | p53ts 39C tox | p53ts 32C tox | Peg3 imprint | IkB sig inh
O=C(C1CC1)N1CCCN(C(=O)C2CC2)CC1 | 10% | 7% | -1% | -0.1%
CC(=O)NCC(=O)NC1(C(=O)NC2CCCC2)CCCCC1 | -5% | 4% | 24% | -0.6%
CC1=C(C(=O)N2CCN(c3cccc(C(F)(F)F)c3)CC2)C2(CCCCC2)OC1=O | -19% | 8% | 10%[10.9 µM] | 1.5%
COc1cc(CN(C(=O)c2ccccc2)c2ccccn2)cc(OC)c1OC | 31%[activator] | -3% | -14%[10.9 µM] | u
CCC(=O)N1CCc2cc(CNC(=O)Nc3cc(OC)c(OC)c(OC)c3)ccc21 | -21% | -7% | 5%[10.9 µM] | 1.2%
Cn1c(=O)c(C(=O)COC(=O)c2cc(C(F)(F)F)nc3ccccc23)c(N)n(Cc2ccccc2)c1=O | -9% | -8% | 2% | x
CCc1ccc(OCc2nnc(SCCN3CCOCC3)n2C)cc1 | -9% | -4% | -8% | 0.6%
Cc1nc(SCC(=O)Nc2ccc3c(c2)OCCO3)c2oc3ccccc3c2n1 | -17% | -4% | -4% | -3.4%
C=C(C)COc1ccc(-c2ncncc2Oc2ccc(OC)cc2)c(O)c1 | 0% | 0% | -22% | 0.1%
CCOc1ccc(CCNC(=O)CCc2cn(Cc3ccc(C)cc3)c3ccccc23)cc1 | -21% | -3% | -17%[10.9 µM] | 0.0%
Cc1cc(=O)oc2cc(OCC(O)CN3CCN(c4ccc(F)cc4)CC3)ccc12 (stereo not drawn) | -8% | 5% | 8% | 0.7%
COc1ccc(OC)c(-n2c(O)cnc2Nc2nc(C)cc(C)n2)c1 | 11% | 2% | -3% | -1.0%
Cc1ccc(NC2=CC(=O)CC(C)(C)C2)cc1C | -1% | -12% | -7% | -1.2%
CCCCNC(=O)CSc1nc2ccccc2nc1Cc1ccccc1 | 1% | 0% | 8%[10.9 µM] | u
Cc1cccc(Cn2c(=O)n(Cc3ccccc3)c(=O)c3oc4ccccc4c32)c1 | -19% | 1% | 8%[10.9 µM] | 1.2%
COc1ccc(C2C(C#N)=C(/N=C/N3CCN(C)CC3)OC3=C2C(=O)CC(C)(C)C3)cc1 (stereo not drawn) | 10% | 12% | -8% | 0.0%
CCc1ccc(C(=O)c2cn(CC(=O)NC3CCCCC3)c3nc(C)ccc3c2=O)cc1 | -14% | 9% | -8%[10.9 µM] | -0.5%
CCCCS(=O)CC(COc1ccc(Cl)cc1)OC(=O)c1ccccc1 (stereo not drawn) | -11% | 8% | -4% | u
Cc1csc2nc(-c3cccc(NS(C)(=O)=O)c3)cn12 | -19% | u | 6%[10.9 µM] | -0.7%
Cc1ccc(CSc2ncc(Cl)c(C(=O)NCCc3ccc(S(N)(=O)=O)cc3)n2)cc1 | -15% | -4% | -12%[10.9 µM] | -2.8%

Exported in markdown: part of the list above
| molecule | p53ts 39C tox | p53ts 32C tox | Peg3 imprint | IkB sig inh |
| --- | --- | --- | --- | --- |
| CC(=O)NCC(=O)NC1(C(=O)NC2CCCC2)CCCCC1 | -5% | 4% | 24% | -0.6% |
| COc1cc(CN(C(=O)c2ccccc2)c2ccccn2)cc(OC)c1OC | 31%[activator] | -3% | -14%[10.9 µM] | u |
| Cc1csc2nc(-c3cccc(NS(C)(=O)=O)c3)cn12 | -19% | u | 6%[10.9 µM] | -0.7% |
| Cn1c(=O)c(C(=O)COC(=O)c2cc(C(F)(F)F)nc3ccccc23)c(N)n(Cc2ccccc2)c1=O | -9% | -8% | 2% | x |
| O=C(C1CC1)N1CCCN(C(=O)C2CC2)CC1 | 10% | 7% | -1% | -0.1% |

(listing goes on)
SMILES | p53ts 39C tox | p53ts 32C tox | Peg3 imprint | IkB sig inh
COc1ccccc1CNC(=O)CCCN1C(=O)COc2ccc(C)cc21 | 4% | 1% | -5% | 1.5%
CCN(CC)C(=O)Cn1c(=O)nc(-c2ccccc2F)c2cc(Cl)ccc21 | 13% | 14% | -8%[10.9 µM] | u
Cc1ccc(-c2nnc(-c3ccc(Br)cc3)o2)o1 | 3% | -17% | -2% | -4.6%
CCc1cccc(C)c1NC(=O)CCn1nc(C)c2c(C)n(-c3ccccc3)nc2c1=O | 31%[activator] | -1% | 15%[10.9 µM] | 0.5%
COc1ccccc1CNC(=O)CN1C(=O)CSc2c1c(C)nn2-c1ccccc1 | -15% | -2% | -7%[10.9 µM] | -1.5%
CCCCOC(=O)CCn1[nH]c(=O)c2ccccc2c1=O | 2% | 26% | -9% | 0.6%
COCCOC(=O)C1=C(C)NC(=O)NC1c1cn(-c2ccccc2)nc1-c1ccccc1 (stereo not drawn) | 4% | 11% | -5%[10.9 µM] | 0.2%
CCOc1ccccc1CNC(=O)CCc1cn(C)c2ccccc12 | u | -1% | -4%[10.9 µM] | u
CCn1cc([N+](=O)[O-])c(C(=O)N2N=C(c3ccc4ccccc4c3)CC2c2ccccc2O)n1 (stereo not drawn) | 1% | 9% | x | x
CCOC(=O)c1cnc(-n2nc(C)cc2C)nc1N(C)C | 2µM* | 3.2µM* | -55%[inhibitor] | -3.8%
Cc1nn(C)c(C)c1CCNC(=O)Nc1ccccc1C(F)(F)F | -5% | 2% | 10%[10.9 µM] | -1.2%
Cc1noc(C)c1S(=O)(=O)NCCc1ccc(S(N)(=O)=O)cc1 | -8% | 4% | 18% | -0.5%
CCSc1nnc2c(n1)OC1(CCCC1)Nc1ccccc1-2 | -6% | 3% | -7% | 1.0%
CCN(C(=O)c1cnc(N2CCN(c3ncccn3)CC2)c2ccccc12)c1cccc(Cl)c1 | 7% | -15% | -17% | u
O=C1CC(Sc2ncccn2)C(=O)N1c1ccccc1C(F)(F)F (stereo not drawn) | 0% | -1% | -25% | u
COc1ccccc1N1CCN(C(c2cc3ccc(C)cc3[nH]c2=O)c2nnnn2C2CCCC2)CC1 (stereo not drawn) | -4% | 9% | -14% | u
Cc1ccc(S(=O)(=O)NCCSc2nnnn2-c2ccccc2)cc1 | 33%&-1%[activator] | -15%&-33% | -8%[10.9 µM] | -0.8%
O=C(CSc1nc(-c2ccccc2)c2ccccc2n1)Nc1ccc(F)cc1 | 11% | 6% | 9%[10.9 µM] | u
Cc1cc(=O)n(CC(=O)N2CCN(c3ccccc3F)CC2)c2c1c(C)nn2C | -17% | -13% | -13%[10.9 µM] | 6.6%
CN(C)c1ncc2nc(-c3ccccc3)c(=O)n(CCc3ccccc3)c2n1 | 8% | 8% | u | -3.8%[11.4 µM]
O=C(CN1CCN(CCO)CC1)Nc1ccccc1 | -25% | 2% | x | x
c1csc(-c2nc(-c3ccncc3)no2)c1 | -9% | -14% | -80%[inhibitor] | 2.0%
Cc1cc(NC(=O)c2cc(-c3ccc(Cl)cc3)on2)n(-c2ccccc2)n1 | 23% | 1% | 2%[10.9 µM] | u
COc1ccc(Cn2c(C)nc3oc4cc(OC)ccc4c(=O)c3c2=O)cc1 | 6% | -12% | u | 0.9%
COc1ccc(N2C(=O)CC(N3CCOCC3)C2=O)cc1 (stereo not drawn) | -4% | -1% | -2% | 3.7%
COc1ccc2c(c1)-c1nc(NC(=O)c3ccccc3F)sc1CC2 | -21% | -18% | -6%[10.9 µM] | 20%
O=C(CSCCO)Nc1ccc(C23CC4CC(CC(C4)C2)C3)cc1 | 24% | 9% | x | x
O=C(NC1CCCCC1)NC1(C(=O)N2CCN3CCCC3C2)CCCCC1 (stereo not drawn) | -11% | -11% | 4% | 0.8%
Oc1ccc(N2CCN(C(c3ccccn3)c3nnnn3C3CCCC3)CC2)cc1 (stereo not drawn) | -6% | -10% | x | x
CCCOC(=O)c1ccc(Oc2c(-c3ccc(O)cc3O)n[nH]c2C)cc1 | 22% | 12% | -20% | u
CC(=O)C(C(C)=O)c1c(Cl)c(O)c(O)c2c(C(=O)c3ccccc3)coc12 | u | 13µM* | -35%[inhibitor] | u
O=C(NC1CC1)c1ccc(S(=O)(=O)NC2CCCCCC2)cc1 | -8% | -2% | -2% | 0.8%
Cc1cccc(C)c1NC(=O)Cn1c(=O)n(CCC(=O)NCc2ccc3c(c2)OCO3)c(=O)c2sccc21 | 10% | 9% | -6%[10.9 µM] | -0.5%
Cc1nc(N2CCC(C(N)=O)CC2)c2nnn(Cc3ccccc3)c2n1 | -8% | -7% | 3% | 0.8%
O=C(NCCc1ccc(F)cc1)C(=O)NCC(c1ccco1)S(=O)(=O)c1cccs1 (stereo not drawn) | 22% | 0% | -9%[10.9 µM] | u
O=C(Nc1ccc(Oc2ccc(NC(=O)C3CCCO3)cc2)cc1)C1CCCO1 (stereo not drawn) | -1% | -5% | 1% | 2.8%
CCOc1cccc(NC(=O)c2sc3nc(-c4ccc(F)cc4)ccc3c2N)c1 | 1% | 1% | -3%[10.9 µM] | 3.2%
CCCCN(CC)CCCn1cnc2c([nH]c3ccc(Cl)cc32)c1=O | -36% | -10% | -13%[10.9 µM] | 0.3%
Cc1cccc(OCc2nnc(SCC(=O)OC3CCCCC3)o2)c1 | -9% | -4% | -17% | u
O=C(CSc1nc2[nH]ncc2c(=O)n1-c1ccccc1)c1ccc2c(c1)OCCO2 | 11% | -11% | -13% | -5.0%
CCOc1cc(C2c3c(oc4ccccc4c3=O)C(=O)N2Cc2ccccc2Cl)ccc1O (stereo not drawn) | 10% | 1% | 7%[10.9 µM] | u
Cc1c(C(=O)O)oc2ccc(S(=O)(=O)N3CC(C)CC(C)C3)cc12 (stereo not drawn) | 0% | 7% | -13% | -0.5%
CCOc1ccc(CNC(=O)c2cnc3sc(N4CCC(C)CC4)nn3c2=O)cc1OC | -1% | 4% | 2%[10.9 µM] | -1.5%
CN1CCN(S(=O)(=O)c2cccc(S(=O)(=O)c3ccc(Cl)cc3)c2)CC1 | 3% | 5% | -20% | -0.5%
CC(C)(C)C(=O)OCc1cc(=O)n2nc(C3CCCCC3)sc2n1 | 1% | -3% | -13%[10.9 µM] | 0.8%
NS(=O)(=O)c1cc2c(cc1Cl)N[C@@H]([C@@H]1C[C@@H]3C=C[C@H]1C3)NS2(=O)=O | 1% | 9% | -5% | 0.9%&0.4%
COc1ccc(N2CCN(C(=O)c3cc4c(=O)n(Cc5cccnc5)ccc4nc3C)CC2)cc1 | -4% | -3% | -13%[10.9 µM] | -0.2%
COCCn1c(=O)[nH]c2cc(C(=O)NC(C)C)ccc2c1=O | 5% | -1% | -4% | 1.9%
COc1cccc(/C(O)=C2/C(=O)C(=O)N(CCN(C)C)C2c2ccccn2)c1 (stereo not drawn) | 15% | 6% | -21% | -0.9%
O=C(c1cccs1)c1cn(CCOc2ccc(Cl)cc2)c2ccccc12 | 6% | 8% | -15%[10.9 µM] | 2.9%
Cc1ccc(NC(=O)CSc2nc(=O)n(Cc3ccccn3)c3c2CCC3)cc1F | -7% | -8% | -7%[10.9 µM] | u
COc1cccc(Nc2ncc3nc(C)c(=O)n(CCC#N)c3n2)c1 | 7% | -2% | x | -7.1%[11.4 µM]
c1cncc(-c2nn[nH]n2)c1 | -14% | -5% | -9% | -1.1%
CCCC(c1nnnn1Cc1ccco1)N1CCC(C(N)=O)CC1 (stereo not drawn) | 14% | -7% | -2% | 0.1%
COc1ccc(NC(=O)c2c(NCc3ccc(C)o3)sc3c2CCCCC3)c(OC)c1 | 36%[activator] | 45%[activator] | -6%[10.9 µM] | u
O=C1Nc2cc(Cl)ccc2Oc2cc(Oc3ccccc3)ccc21 | 2% | 2% | -5%[10.9 µM] | -3.3%
O=C(c1ccccc1)c1cn(Cc2ccc(F)cc2)c2ccccc2c1=O | u | 5% | 5%[10.9 µM] | -2.4%
C[C@]12CC[C@H]3c4ccc(O)cc4CC[C@@H]3[C@H]1CC[C@@H]2OC(=O)CCC1CCCC1 | 6%[9.22 µM] | 3%[9.22 µM] | -13%[10.9 µM] | 1.7%[11.4 µM]
O=C(CCCN1Cc2ccccc2C1)c1ccc(F)cc1 | 2% | -20% | -10% | -3.8%

Arranged by formula weight (lowest first): some entries from above
SMILES | p53ts 39C tox | p53ts 32C tox | Peg3 imprint | IkB sig inh
O=C(c1ccccc1)c1cn(Cc2ccc(F)cc2)c2ccccc2c1=O | u | 5% | 5%[10.9 µM] | -2.4%
CCCCN(CC)CCCn1cnc2c([nH]c3ccc(Cl)cc32)c1=O | -36% | -10% | -13%[10.9 µM] | 0.3%
CCc1cccc(C)c1NC(=O)CCn1nc(C)c2c(C)n(-c3ccccc3)nc2c1=O | 31%[activator] | -1% | 15%[10.9 µM] | 0.5%

Compound activity: PubChem BioAssay, National Center for Advancing Translational Sciences (NCATS)
